# Source: PubChem BioAssay
# APJ antag: antagonists of human apelin receptor APJ, primary screen, CHO-K1 cells, beta-arrestin complementation, luminescence | inhibition, % at 20 µM | hit rate 0.32% among 330,000;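 active = inhibition above about 40% at 20 µM, limit read from the data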;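 also: cells challenged with 10 nM apelin-13 agonist together with compound; plate controls were apelin-13 plus DMSO wells for no effect and DMSO wells lacking apelin-13 for full effect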
# Target sequence (P35414 whole entry, looked up): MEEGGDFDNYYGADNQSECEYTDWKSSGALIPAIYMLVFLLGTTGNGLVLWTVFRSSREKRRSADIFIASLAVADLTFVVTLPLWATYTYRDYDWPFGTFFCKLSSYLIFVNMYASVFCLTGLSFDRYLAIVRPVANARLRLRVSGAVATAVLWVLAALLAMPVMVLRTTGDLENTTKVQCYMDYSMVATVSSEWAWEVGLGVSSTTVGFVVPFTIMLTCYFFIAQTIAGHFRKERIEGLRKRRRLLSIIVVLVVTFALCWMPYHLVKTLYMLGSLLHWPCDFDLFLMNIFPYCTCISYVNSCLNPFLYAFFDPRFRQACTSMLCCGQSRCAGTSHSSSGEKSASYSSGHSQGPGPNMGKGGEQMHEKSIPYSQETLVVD
# tim23-1 inh: growth inhibitors of tim23-1 mutant yeast, primary screen, luminescence, uHTS. S. cerevisiae tim23-1 growth, BacTiter-Glo luminescence, 24 h. inhibition, % at 20 µM. hit rate 1.3% among 330,000;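 active = growth inhibition of the mutant yeast at or above 50%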;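 also: temperature-sensitive mutant grown at 25 °C; plate controls were DMSO-treated mutant yeast for no effect and medium wells lacking yeast for full effect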
# UPR XBP1 act: activators of adaptive XBP1 UPR arm, primary screen, cell-based, CHO-XBP1 luciferase reporter, luminescence, uHTS; hit rate 0.33% among 330,000; IRE1-XBP1 UPR activation; percent of tunicamycin response, DMSO as zero; activation, % at 20 µM;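 active = versus positive control, 20 µM dose yields 30% or more activation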;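 also: 100% = tunicamycin at 10 µg/mL and 0% = DMSO only wells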
#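 Material: CHO-XBP1 cells stably carrying IRE1-XBP1-driven luciferase reporter | Medium: F12 with 10% serum | Compound dosing: 20 µM single concentration, DMSO 1% | Incubation: Overnight seeding at 37 °C, 6 h compound treatment at 37 °C | Detection: Steady-Glo luminescence read | Read-out basis: % activation of reporter signal versus tunicamycin and DMSO controls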
# UPR CHOP act: activators of apoptotic CHOP UPR arm, primary screen, cell-based, CHO-CHOP luciferase reporter, luminescence, uHTS | hit rate 0.34% among 330,000 | UPR activation; percent of tunicamycin response over DMSO baseline | AID 449763, 2010 | activation, % at 10 µM;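 active = at 10 µM dose, activation of 40% or more, normalized to positive control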;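 also: 100% = tunicamycin at 10 µg/mL and 0% = DMSO alone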
#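 Assay system: CHO cells with stable CHOP pathway luciferase reporter; Buffer or medium: F12 plus 10% serum; Times: 16-18 h cell attachment, then 6 h compound exposure, 37 °C; Signal: luciferase luminescence; Read-out basis: percent activation relative to tunicamycin control; Control set: tunicamycin high control, DMSO low control.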
# APJ ag: agonists of human apelin receptor APJ, primary screen, CHO-K1 cells, PathHunter beta-arrestin, luminescence | AID 2520, 2010 | 0% DMSO wells, 100% apelin | activation, % at 20 µM | hit rate 0.11% among 330,000 | P35414;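 active = activation more than six SD over the plate average, tested at 20 µM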;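 also: 0% = DMSO alone and 100% = apelin-13 at 10 nM; some results filed as inactive read as strong as hits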
#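 system = engineered CHO-K1 APJ arrestin reporter cells | input = 1000 cells per well | timing = overnight seeding, 90 min compound at 25 °C, 1 h detection | measured by = enzyme-fragment complementation luminescence | read-out = beta-arrestin recruitment to APJ as agonist activity, luminescent signal | control set = negative DMSO alone, positive Apelin-13 at 10 nM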
# CCR6 antagonist: CCR6 receptor antagonists, primary screen, cell-based, CHO-K1, luminescence, beta-arrestin, uHTS. CHO-K1 CCR6 PathHunter beta-arrestin, CCL20-stimulated. hit rate 0.49% among 340,000. inhibition, % at 20 µM. C-C chemokine receptor type 6 (Homo sapiens), P51684;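 active = compounds whose inhibition of the agonist-driven luminescence signal at 20 µM reaches about 50%, limit read from the data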;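 also: cells stimulated with CCL20 at 14 nM final; plate controls were DMSO with CCL20 for no effect and DMSO without agonist for full effect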
# Mdm2-MdmX inh: inhibitors of human Mdm2-MdmX association, primary screen, cell-based, luminescence, split luciferase, SaOS-2, uHTS; Protein Mdm4 (Homo sapiens) + E3 ubiquitin-protein ligase Mdm2 (Homo sapiens), …; SaOS-2 split-luciferase Mdm2/MdmX complementation; hit rate 3% among 330,000; inhibition, % at 8 µM;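 active = inhibition of at least 50% at 8 µM in the primary screen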
# EBI2 antag: EBI2 receptor antagonists, beta-arrestin recruitment, primary screen, cell-based, luminescence, 7a,25-OHC stimulation, uHTS | 7a,25-OHC stimulated | inhibition, % at 5 µM | hit rate 0.81% among 360,000 | AID 651636, 2012; in the data active = inhibition above about 38%;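 also: enzyme fragment complementation signal reports receptor beta-arrestin coupling in cells; 0% = agonist plus DMSO wells and 100% = wells without agonist; some results beyond the cut were filed as inactive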
# CXCR6 block: CXCR6 receptor inhibitors, primary screen, cell-based, beta-arrestin, luminescence, CHO-K1 PathHunter, 1536-well | C-X-C chemokine receptor type 6 (Homo sapiens), O00574 | inhibition, % at 20 µM | hit rate 0.36% among 360,000 | AID 602244, 2012; in the data active = inhibition above about 34%, passing the limit was not always enough;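 also: antagonist mode with CXCL16 agonist at 10 nM final; 0% = 10 nM CXCL16 with DMSO and 100% = unstimulated wells without agonist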
# Target sequence (O00574 whole entry, looked up): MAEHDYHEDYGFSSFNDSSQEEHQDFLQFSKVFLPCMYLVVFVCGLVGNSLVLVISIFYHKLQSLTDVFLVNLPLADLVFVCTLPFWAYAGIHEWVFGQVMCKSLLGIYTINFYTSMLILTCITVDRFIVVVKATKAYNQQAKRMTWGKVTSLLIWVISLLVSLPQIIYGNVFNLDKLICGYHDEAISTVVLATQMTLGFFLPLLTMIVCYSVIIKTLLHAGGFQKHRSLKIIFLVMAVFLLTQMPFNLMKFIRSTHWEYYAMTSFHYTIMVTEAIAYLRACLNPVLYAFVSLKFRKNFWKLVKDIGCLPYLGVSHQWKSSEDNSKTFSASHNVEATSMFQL
# * hit, by the source's call.
SMILES,APJ antag,tim23-1 inh,UPR XBP1 act,UPR CHOP act,APJ ag,CCR6 antagonist,Mdm2-MdmX inh,EBI2 antag,CXCR6 block
Cc1ccc(COC(=O)c2cc(S(=O)(=O)N3CCOCC3)ccc2C)cc1,-3,35,0,-0.7,-5,21,23,7,4
CSC1=NS(=O)(=O)c2c(C)nn(C)c2S1,-12,3,-7,8.3,3,0,16,-1,-1
CCOC(=O)c1ccc(N=C2SC(C(=O)NCCc3ccccc3)CC(=O)N2C)cc1 (stereo unspecified),10,29,-1,-0.6,3,-4,-8,8,-6
NC(=O)c1ccccc1NC(=O)CSc1nc2c(c(=O)[nH]1)CCCC2,9,3,-7,-0.2,1,14,24,-1,-5
Cc1ccc(S(=O)(=O)NCc2ccccn2)c(C)c1,4,4,-3,-1.8,-3,9,4,1,-1
Cc1cc(SCc2c(F)cccc2Cl)nc(=O)[nH]1,-6,16,0,-2.3,-1,0,10,-4,-7
CCC(C)NC(=O)CSC1=Nc2ccccc2C2=NC(CC(=O)NCc3ccc(F)cc3)C(=O)N12 (stereo unspecified),-16,19,0,-1.3,51*,7,-5,-2,-4
COc1ccccc1CNS(=O)(=O)c1ccc(-n2cccn2)cc1,-5,16,-3,-0.4,5,14,12,2,2
N#C/C(=C1/C(=O)Nc2ccc(Br)cc21)c1ccccn1,-6,33,-1,-1.5,4,0,16,-9,6
CCC(=O)c1cc2c(cc1NC(=O)C(C)C)OCCO2,15,19,-2,-0.1,-2,-13,25,-4,-1
Cc1ccc(C)c(Oc2nnnn2-c2ccccc2)c1,7,30,2,0.4,-7,9,-17,-5,1
CC(C)NC(=O)NC(=O)COC(=O)Cc1ccsc1,-28,12,-1,-2.5,2,-3,9,-10,-8
CC(C(=O)NCc1ccco1)c1ccc([N+](=O)[O-])cc1 (stereo unspecified),8,6,2,-0.3,-2,9,25,-8,4
COC(=O)c1ccc(CNC(=O)COC(=O)c2ccccc2-c2ccccc2)cc1,5,35,-2,3.8,-6,11,-5,1,-5
CS(=O)(=O)N(CC(=O)N1CCCC1)c1cccc(F)c1,4,-5,0,3.7,2,-1,6,1,-1
COc1ccc(N2CCN(C(=O)C(=O)c3c(C)[nH]c4ccccc34)CC2)cc1,-8,13,-6,-0.8,-3,14,34,1,5
Cc1ccc2nc(SCC(=O)Nc3cc(C(C)(C)C)nn3-c3ccccc3)[nH]c2c1,2,21,-1,0.5,-1,3,-2,10,-4
CC1CCCCN1C(=O)C1CC(c2ccc(F)cc2)=NO1 (stereo unspecified),6,0,1,4.0,-3,6,-33,-12,-12
COc1ccc(C(CNC(=O)Cn2[nH]c(=O)c3ccccc3c2=O)N2CCCC2)cc1 (stereo unspecified),7,12,1,1.8,-7,-10,13,2,2
O=C(/C=C/c1cccs1)Nc1ccncc1,-18,-3,-2,1.7,5,-12,12,-7,-4
Nc1nc2n(n1)C(c1ccccc1)CC(c1ccc(F)cc1)N2 (stereo unspecified),12,13,2,0.1,-3,6,16,-8,1
CC(C)CNC(=O)Nc1ccccc1F,-19,9,-2,-0.2,0,13,-5,-11,2
COc1cc(O)c2c(=O)c3c(OC)c(O)ccc3oc2c1,18,56*,14,3.0,0,12,-43,-4,5
O=C(NCC(=O)N(c1cccnc1)C(C(=O)NC1CCCC1)c1cccs1)c1cccs1 (stereo unspecified),-1,0,3,-1.8,-2,-6,-17,-6,-4
COc1ccc(S(=O)(=O)Nc2cc3c4c(c2)CCC(=O)N4CCC3)cc1C,-2,-5,-4,-1.8,-4,17,6,-1,-6

# Continuation.
SMILES,APJ antag,tim23-1 inh,UPR XBP1 act,UPR CHOP act,APJ ag,CCR6 antagonist,Mdm2-MdmX inh,EBI2 antag,CXCR6 block
COCOc1cc(O)c(C(=O)/C=C/c2ccccc2)c(OCOC)c1,-39,43,40*,22,-3,21,41,0,19
Cc1cc(Cl)c(S(=O)(=O)N/N=C/c2ccc3c(c2)OCO3)c(Cl)c1,24,47,2,7.9,-1,-5,11,5,1
O=C(N/N=C\c1c(O)ccc2ccccc12)c1ccc(O)cc1,-4,26,2,-4.2,-1,46,68*,-5,10
CSc1ccccc1OCc1cc(C(=O)N(C)Cc2c(C)n[nH]c2C)no1,2,14,3,-0.6,-3,-1,9,10,2
C=CCn1c(C)cc(C(=O)COC(=O)/C=C/c2cccc(OC)c2)c1C,13,36,-6,-1.7,-3,22,26,3,-3
COCCn1c(C)cc(C(=O)COC(=O)c2ccc(S(=O)(=O)N(C)C)cc2)c1C,0,6,-4,-1.6,1,12,14,-2,-3
O=C(Nc1cccc(-c2nn[nH]n2)c1)c1ccc(Br)s1,-33,10,-3,-2.7,-1,5,-8,-9,-2
Cc1cc(N2CCCC(C(=O)Nc3cccc(Cl)c3)C2)n2ncnc2n1 (stereo unspecified),-5,15,-2,-2.8,-4,0,0,-7,2
CCOC(=O)C1=C(COC(=O)CCOc2ccccc2C)NC(=O)NC1C (stereo unspecified),1,4,0,2.3,-4,3,5,-4,-14
COc1ccc2[nH]c(=O)c(CN(Cc3ccccc3)C(=S)NCC3CCCO3)cc2c1 (stereo unspecified),-7,6,9,2.7,-3,17,16,-7,-8
O=C(CSc1ccc(-c2cccnc2)nn1)Nc1ccc(F)cc1F,-75,21,-4,-0.2,9,4,-10,-1,0
Cc1cc(C)c[n+](-c2nc3ccccc3nc2[N-]S(=O)(=O)c2ccc(Cl)cc2)c1,7,14,-2,-0.7,-1,3,10,-2,-6
COc1ccc(S(=O)(=O)Nc2ccc3c(c2)n(C)c(=O)n3C)cc1F,-16,19,-4,0.1,-1,-9,1,-7,0
O=C(NCCc1c[nH]c2ccccc12)C(=O)c1c[nH]c2ccccc12,-7,11,-6,0.3,3,7,33,9,-7
Cc1ccc(NC(=O)CS(=O)(=O)c2cn(CC(=O)N3CCOCC3)c3ccccc23)cc1,2,6,-1,-1.7,-3,4,6,4,2
COC(=O)c1cc(S(=O)(=O)NCc2ccc3c(c2)OCO3)c[nH]1,17,16,1,-0.9,-1,3,25,-6,-7
CCOC(=O)C(NC(=O)c1cccc(Cl)c1)(OCc1ccccc1)C(F)(F)F (stereo unspecified),-1,21,-1,0.8,-1,8,2,11,-7
CCCCOCCCNC(=O)c1cccc(OC)c1,16,2,3,1.8,1,8,-4,-5,-2
COc1cc(OC)cc(C(=O)NC2CCSC2=O)c1 (stereo unspecified),7,-4,2,-0.8,-3,-3,-5,-1,-4
O=C1CCCc2c1nc(-c1cccc(Cl)c1)n2O,0,5,-4,-2.8,-4,-1,17,-5,2
Cc1nc(C)n(CC(=O)N2CCCC(C(=O)c3ccc(C(F)(F)F)cc3)C2)n1 (stereo unspecified),18,12,1,0.3,-2,0,6,1,-1
CCN(Cc1cc(OC)c(OC)c(OC)c1)C(=S)Nc1cccc(SC)c1,17,5,-1,0.8,2,6,20,5,-4
CCOC(=O)c1nn(-c2cccc(C)c2)cc1C(=O)c1ccccc1,8,13,4,3.2,-4,15,-38,11,3
CCOc1cc(-c2c(C#N)c(N)nc3c2CCCC3C)ccc1O (stereo unspecified),6,49,3,1.6,6,2,46,0,0
CC(C)(C)c1ccc(-n2nc(C(N)=O)c(O)cc2=O)cc1,-29,11,0,1.3,0,5,-17,-4,2

# The listing continues:
SMILES,APJ antag,tim23-1 inh,UPR XBP1 act,UPR CHOP act,APJ ag,CCR6 antagonist,Mdm2-MdmX inh,EBI2 antag,CXCR6 block
CC(Oc1ccc(NC(=O)c2ccco2)cc1)C(=O)N1c2ccccc2CC1C (stereo unspecified),-3,36,-1,0.3,5,-4,22,6,3
COc1cc(C2NC(=O)NC(c3ccccc3)=C2C(C)=O)ccc1OCC#N (stereo unspecified),-7,2,0,-0.1,-4,3,29,-6,-5
CCOC(=O)c1nc(Nc2ccc(C)cc2)c2ccccc2n1,-6,23,1,0.0,-1,-7,-12,-5,1
CC1(C(=O)N2CC3(CC(c4ccccc4)=NO3)C[C@H]2C(=O)NCC(N)=O)CC1 (stereo partly specified),-54,-17,2,0.7,4,0,-16,-4,-8
Cc1c(C(=O)N(C)C)sc(NC(=O)c2cccc([N+](=O)[O-])c2)c1C#N,3,2,0,0.8,-16,15,-37,8,21
CC(=O)Nc1cccc(NC(=O)c2ccc(Br)cc2)c1,-5,-9,3,3.6,-1,7,21,-9,0
CCOC(=O)Cn1nc(NC(=O)COc2ccc(F)cc2)cc1C,19,10,0,-1.1,-5,-15,0,-3,-6
Cc1ccccc1NC(=O)C1CCN(S(=O)(=O)c2cccs2)CC1,-20,13,-2,-2.9,-2,3,14,7,10
CSc1ncc(C(=O)Nc2ccc(C(C)=O)cc2)c(C)n1,0,6,-4,5.0,-2,6,-9,12,-2
CN(CCOc1ccc(Cl)cc1)C(=O)c1ccc(S(=O)(=O)N2CCOCC2)cc1,-2,15,1,-2.6,2,2,-4,41,0
CCN(CC)C(=O)c1ccc(S(=O)(=O)N2CCC(c3nc4ccccc4s3)CC2)cc1,17,9,-2,3.0,5,-7,6,3,-5
O=C/C(=C\Nc1ccc(C(=O)N2CCOCC2)cc1)c1nc2ccccc2o1,-11,28,-4,-0.6,6,20,1,-14,1
CC1Cc2ccccc2N1C(=O)CSc1nn2c(=O)c(C(C)(C)C)nnc2s1 (stereo unspecified),21,-2,-2,1.7,-1,6,42,1,1
CC1C=CCC2C(=O)N(c3cccc(C(=O)N4CCCCCC4)c3)C(=O)C12 (stereo unspecified),-8,24,0,-0.1,-3,6,-25,-1,2
Cc1cccc(N2C(=O)c3ccc(C(=O)Nc4cccc(C(=O)O)c4)cc3C2=O)c1,15,0,0,1.1,-4,0,4,-4,5
O=C(CN1C(=O)c2ccccc2S1(=O)=O)c1ccccc1,-11,22,-7,-5.2,-4,9,78*,-1,-3

# The list is partial (hit frequency here may not be typical).
